Compound activity: PubChem BioAssay, several laboratories
ABHD5-PLIN5 inh: inhibitors of human ABHD5-perilipin-5 interaction; Split G. princeps luciferase complementation, luminescence, 4 h; actives 0.78% (n = 360,000); inhibition, % at 4 µM;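 active = inhibition above the mean inhibition across every tested compound plus 3 SD, cut at about 22% in these data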;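 note: 0% = DMSO only wells and the 100% control is not disclosed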
MC4R barr agon: human MC4R agonism via beta-arrestin. activation, % at 8.9 µM. actives 0.98% (n = 360,000). U2OS MC4R beta-arrestin complementation, luminescence; percent of melanotan II response, DMSO zero. AID 540308;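 active = activation above a per-plate cutoff, the mean activation of sample wells on that plate plus 3 SD, cut at about 8% in these data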
Target sequence (P32245 whole entry, looked up): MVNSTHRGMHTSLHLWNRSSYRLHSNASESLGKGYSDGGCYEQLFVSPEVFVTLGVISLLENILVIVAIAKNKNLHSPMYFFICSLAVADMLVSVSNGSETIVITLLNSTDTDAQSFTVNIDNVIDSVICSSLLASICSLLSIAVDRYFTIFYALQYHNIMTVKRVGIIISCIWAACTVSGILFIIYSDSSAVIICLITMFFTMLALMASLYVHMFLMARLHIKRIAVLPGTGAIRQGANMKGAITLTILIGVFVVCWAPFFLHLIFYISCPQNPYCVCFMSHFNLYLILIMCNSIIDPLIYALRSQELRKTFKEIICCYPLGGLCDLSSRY
N-glyco inh: N-linked glycosylation inhibition; D54 ERlucT glycosylation luciferase reporter, 24 h; percent of 100 nM tunicamycin response; reporter increase, % at 12.5 µM; actives 0.23% (n = 360,000); AID 588692;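 active = mean luciferase reporter signal, scaled so untreated is 0 and the glycosylation-blocking control 100, at or above a set limit in every replicate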;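 note: luciferase carries N-glycosylation sites so blocking glycosylation raises the light; 0% = median of neutral control wells and 100% = median of 100 nM tunicamycin wells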
HTR2A ag: activates the mouse 5-HT2A serotonin receptor; P35363; CHO-K1 mHTR2A beta-arrestin complementation, luminescence; percent of 30 µM serotonin response; activation, % at 7.6 µM; actives 0.66% (n = 360,000); AID 624169;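 active = activation above a run cutoff, the mean activation of all tested compounds plus 3 SD, cut at about 14% in these data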;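 note: 0% = plate median of compound wells and 100% = 30 µM serotonin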
Target sequence (P35363 whole entry, looked up): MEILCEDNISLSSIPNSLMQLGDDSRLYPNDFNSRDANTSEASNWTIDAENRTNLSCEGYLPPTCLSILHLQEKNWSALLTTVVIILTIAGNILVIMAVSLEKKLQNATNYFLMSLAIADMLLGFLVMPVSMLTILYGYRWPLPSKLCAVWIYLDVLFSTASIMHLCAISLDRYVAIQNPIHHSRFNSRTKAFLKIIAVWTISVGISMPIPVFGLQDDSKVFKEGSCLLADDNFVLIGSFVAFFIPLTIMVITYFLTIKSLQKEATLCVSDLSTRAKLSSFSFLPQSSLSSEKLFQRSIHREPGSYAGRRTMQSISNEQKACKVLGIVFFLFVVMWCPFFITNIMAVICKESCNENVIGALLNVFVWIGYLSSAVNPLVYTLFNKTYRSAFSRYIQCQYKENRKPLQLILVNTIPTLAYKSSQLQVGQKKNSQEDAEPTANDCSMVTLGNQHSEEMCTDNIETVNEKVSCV
NOD2 RIPK2 PPI: NOD2-RIPK2 protein interaction inhibition; O43353; inhibition, % at 4.98 µM; CHO BLA complementation NOD2-RIPK2, CCF4 ratio; actives 0.38% (n = 360,000); in the data active = inhibition above about 21%;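 note: 0% = vehicle only and 100% = reference blocker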
SRC2 inh: inhibits human steroid receptor coactivator 2; Q15596; HEK293 GAL4-SRC2 luciferase reporter, luminescence; inhibition, % at 9 µM; actives 0.17% (n = 370,000); AID 651957;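 active = inhibition above the mean inhibition of all tested compounds plus 3 SD, set per campaign, cut at about 52% in these data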;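 note: 0% = DMSO treated cells and 100% = cells given Gossypol at 36 µM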
H9c2 protect: modulators protecting cardiomyocytes from myocardial damage; H9c2 cardiomyocytes, H2O2 injury protection, ATPLite, 2 h; protection from H2O2 cell death, % at 20 µM; actives 0.63% (n = 360,000); AID 588492;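 active = compounds giving at least 50% protection of heart cells from peroxide-induced death in the single-dose screen, raw or plate-pattern-corrected value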;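 note: 0% = DMSO wells with peroxide and 100% = DMSO wells without peroxide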
MC4R antag cAMP: blocks human MC4R cAMP signaling; P32245; MC4R-expressing cells, MTII-stimulated cAMP, LANCE TR-FRET; inhibition, % at 6.5 µM; actives 0.48% (n = 360,000); AID 540295;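 active = inhibition above its plate's cutoff, the mean of tested wells on that plate plus 3 SD, cut at about 29% in these data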;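 note: 0% = Melanotan II alone and 100% = Melanotan II plus saturating MCL0020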
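System: U2OS cells stably expressing human melanocortin 4 receptor (MC4R). Reagent: Melanotan II challenge after compound preincubation. Doses: 6.5 µM. Times: 30-min compound, 1-h challenge, 1-h detection, room temperature. Measured by: TR-FRET with Eu-cAMP and labeled anti-cAMP, 671 nm. Replicates: singlicate.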
ABCB6 inh MLPCN: human ABCB6 transporter inhibition | Q9NP58 | K562-ABCB6 porphyrin accumulation, flow cytometry, 1 h; stronger effect = lower value | fluorescence ratio to DMSO, % at 10 µM | actives 0.19% (n = 360,000);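 active = fluorescence ratio to DMSO below 75%, the collection mean minus 3 SD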;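 note: signal is porphyrin accumulated inside mitochondria; 100% equals median channel fluorescence of DMSO control wells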
TLR9-MyD88 block: TLR9-MyD88 interaction inhibition; Q9NR96+Q99836; CHO BLA complementation TLR9-MyD88, CCF4 FRET ratio; inhibition, % at 4.98 µM; actives 0.21% (n = 340,000);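 active = inhibition above the mean over all tested compounds plus 3 SD, cut at about 21% in these data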;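 note: 0% = DMSO only wells and 100% = clavulanate BLA inhibitor control wells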
* marks the source's active call; other numbers are inactive results; nt = no result given. These rows are one share of the data. The share of hits here may be higher or lower than overall.

Every second line gives: MC4R barr agon	ABHD5-PLIN5 inh	SRC2 inh	TLR9-MyD88 block	ABCB6 inh MLPCN	N-glyco inh	HTR2A ag	H9c2 protect	NOD2 RIPK2 PPI	MC4R antag cAMP
Cc1ccc(CNC(=O)c2ccc(NC(=O)CCS(=O)(=O)c3cccs3)cc2)cc1
  0.3	7	-20	-3	87	-2	-5	6	-4	-1
CCC(=O)Nc1sc(C(=O)Nc2ccccc2F)c(C)c1C(=O)OC
  2.7	-4	-66	-2	103	-7	6	12	3	14
CN(C)C=Nc1c(C(=O)c2ccccc2)sc2nccc(N(C)C)c12
  -0.4	3	25	1	103	-9	-1	1	-5	1
CC(=O)N1N=C(c2ccncc2)OC12CCCCC2
  -1.8	2	-16	-4	96	-1	-4	5	-9	7
Cc1cc(C(=O)CN2C(=O)CCC2=O)c(C)n1Cc1ccccc1
  -0.5	-1	21	-6	92	nt	-3	-12	7	-7
Cc1ccc(CN2CCN(Cc3ccccc3)C(CCO)C2)s1 (stereo not given)
  -3.1	-1	-15	-4	102	0	-5	-3	-3	-2
CCOC(=O)N1CCN(C(=O)c2nn(C)c3c2CSc2ccccc2-3)CC1
  -1.1	6	0	-3	95	-1	3	-5	-6	-5
CC1CCCC(C)N1CCNC(=O)Nc1ccc(Cl)cc1 (stereo not given)
  -0.8	4	-8	-4	91	-1	-6	-3	4	2
Cc1cc(C)n(/C(=C\N(C)C)C(=O)c2ccc(Cl)cc2)n1
  1.1	-6	-20	9	103	-1	3	1	3	9
Cc1ccc(C(=O)N/N=C2\CCc3ccccc32)c(C)c1
  -0.8	-5	-53	-7	105	-3	-2	-14	0	0
COc1ccc(C(CNC(=O)c2ccc(-c3ccccc3Cl)o2)N2CCCC2)cc1 (stereo not given)
  4.8	16	-43	7	98	-8	-11	3	0	12
Cc1cccc(NC(=O)CSc2nc(N)c(NC(=O)c3ccccc3F)c(=O)[nH]2)c1
  0.1	-5	-17	-4	96	1	-33	0	-11	17
CNC(=O)/C(C#N)=C/c1ccc(-c2ccc(OC)cc2[N+](=O)[O-])o1
  7.1	1	-46	5	96	0	1	4	-6	0
CC1CCc2ccccc2N1C(=N)N(C)C (stereo not given)
  -2.1	-7	15	0	95	0	-4	-2	3	8
CCOC(=O)c1cccc(NC(=O)CN2C(=O)C3C4C=CC(C4)C3C2=O)c1 (stereo not given)
  -0.6	1	-6	-8	96	0	-4	-2	-2	-3
COc1cccc(CN2CC(C(=O)NCc3cnn(C)c3)CCC2=O)c1 (stereo not given)
  -1.9	2	-17	-8	98	0	-6	4	-3	1
CCn1cnc2cc(NCc3ccc(OC)cc3)ccc21
  0.2	-5	-50	0	100	1	-5	-1	4	-4
CC(Oc1ccccc1)C(=O)Nc1c2c(nn1-c1ccccc1)CS(=O)(=O)C2 (stereo not given)
  -2.6	-2	-18	9	101	0	-6	4	1	9
COC(=O)C1=C(C(=O)OC)C(c2cc([N+](=O)[O-])ccc2O)c2sc(=O)[nH]c2S1 (stereo not given)
  -0.5	-14	14	-6	94	0	2	-1	-3	33*
O=C1C(=Cc2ccc(F)cc2)CCc2ccccc21
  nt	10	-79	nt	100	nt	0	nt	-3	nt

Only ABCB6 inh MLPCN and SRC2 inh, for six of the compounds above:
SMILES	ABCB6 inh MLPCN	SRC2 inh
Cc1ccc(C(=O)N/N=C2\CCc3ccccc32)c(C)c1	105	-53
COc1ccc(C(CNC(=O)c2ccc(-c3ccccc3Cl)o2)N2CCCC2)cc1 (stereo not given)	98	-43
Cc1cccc(NC(=O)CSc2nc(N)c(NC(=O)c3ccccc3F)c(=O)[nH]2)c1	96	-17
CNC(=O)/C(C#N)=C/c1ccc(-c2ccc(OC)cc2[N+](=O)[O-])o1	96	-46
CC1CCc2ccccc2N1C(=N)N(C)C (stereo not given)	95	15
CCOC(=O)c1cccc(NC(=O)CN2C(=O)C3C4C=CC(C4)C3C2=O)c1 (stereo not given)	96	-6

Gathered by group, those above containing an aryl methoxy group (four)
Every second line gives: MC4R barr agon	ABHD5-PLIN5 inh	SRC2 inh	TLR9-MyD88 block	ABCB6 inh MLPCN	N-glyco inh	HTR2A ag	H9c2 protect	NOD2 RIPK2 PPI	MC4R antag cAMP
COc1ccc(C(CNC(=O)c2ccc(-c3ccccc3Cl)o2)N2CCCC2)cc1 (stereo not given)
  4.8	16	-43	7	98	-8	-11	3	0	12
CNC(=O)/C(C#N)=C/c1ccc(-c2ccc(OC)cc2[N+](=O)[O-])o1
  7.1	1	-46	5	96	0	1	4	-6	0
COc1cccc(CN2CC(C(=O)NCc3cnn(C)c3)CCC2=O)c1 (stereo not given)
  -1.9	2	-17	-8	98	0	-6	4	-3	1
CCn1cnc2cc(NCc3ccc(OC)cc3)ccc21
  0.2	-5	-50	0	100	1	-5	-1	4	-4

Further entries follow.
Every second line gives: MC4R barr agon	ABHD5-PLIN5 inh	SRC2 inh	TLR9-MyD88 block	ABCB6 inh MLPCN	N-glyco inh	HTR2A ag	H9c2 protect	NOD2 RIPK2 PPI	MC4R antag cAMP
COc1ccc(-c2nc3scc(-c4ccccc4)n3n2)cc1
  4.4	1	-14	-5	94	nt	0	4	-4	-5
c1cn2cc(CSC3CCCCC3)nc2s1
  1.8	-4	-20	-41	101	-5	4	8	-3	3
CC(OC(=O)CC1CC2CCC1C2)C(=O)Nc1ccc(N2CCOCC2)cc1 (stereo not given)
  -0.8	10	0	-7	98	3	1	5	2	-3
COc1ccc(N2CCN(C(=O)CSc3nnc4nc(C)cc(C)n34)CC2)cc1
  0.6	-3	nt	3	100	3	-3	6	-9	10
O=C(NCc1ccccc1)c1ccc(CSc2ccccc2)o1
  -0.3	4	-16	10	88	-6	-3	-7	4	4
CC(=O)Nc1ccc(S(=O)(=O)Nc2nc(C)cc(-n3nc(C)cc3C)n2)cc1
  -0.1	5	3	0	96	3	-5	-3	0	-8
Nc1nonc1C(=O)NCCNCc1ccccc1OCc1ccccc1F
  -1.7	2	19	-3	96	-1	-8	-2	-16	3
CC1CCC/C(=N\Nc2ccc(Cl)c(C(=O)O)c2)C1 (stereo not given)
  -1.9	-1	0	-35	79	1	0	5	3	-2
Cc1ccccc1NC(=O)COC(=O)c1c[nH]c(=O)[nH]c1=O
  -2.2	7	-12	7	95	1	0	-3	-3	20
CCOP(=O)(OCC)/C(=C/N1CCCCC1)NC(=O)c1ccccc1
  -3.3	-2	-47	1	97	-1	-5	8	6	17
Cc1nnc2ccc(N3CCN(c4cccc(C(F)(F)F)c4)CC3)nn12
  -1.1	2	2	2	100	5	1	-8	-12	13
O=C(/C=C/c1ccc(Cl)cc1Cl)NC(=S)Nc1ccccn1
  0.8	-2	-65	-21	99	-3	-3	-23	-7	9
Cc1c(Cc2ccccc2)c(=O)oc2c(C)c(OC(C)C(=O)N[C@@H](Cc3ccccc3)C(=O)O)ccc12 (stereo not given in full)
  0.6	7	11	3	102	3	-2	2	-6	-7
CCCCCCCCCCCCCCCC[N+](C)(C)CCN(Cc1ccc(OC)cc1)c1ncccn1
  12*	18	nt	5	95	-15	12	-47	0	43*
O=C(NC(=S)NC1CCSC1=O)c1ccccc1Cl (stereo not given)
  -1.0	-2	-15	10	89	2	2	-12	-6	7
O=C(NCc1cccnc1)c1ccc(Cl)c(S(=O)(=O)Nc2ccccc2C(=O)NCc2cccnc2)c1
  -0.1	1	-20	-2	98	3	-3	2	-4	11
Cc1ccc(Oc2ccc(S(=O)(=O)NCC(C)(C)N3CCOCC3)cc2)cc1
  2.0	-3	21	-6	106	-4	-4	-5	2	5
Cc1cc(Nc2ccc(C)c(Br)c2)n2nc(C)nc2n1
  0.6	-1	0	-3	106	2	-1	-5	-8	11
Cc1ccc(S(=O)(=O)N(CC(=O)NC2CCCCCC2)c2ccccc2F)cc1
  -0.4	2	-16	0	87	-1	14	2	-2	-1
CCCCn1c(N)c(N(CCOC)C(=O)COC(=O)c2ccccc2OCC)c(=O)[nH]c1=O
  -2.6	6	-2	13	92	2	11	-2	7	4
Cc1cc(=O)oc2ccc(OC(C)C(=O)O)cc12 (stereo not given)
  -1.5	0	-21	-9	100	3	1	-2	-2	9
CCN(CC)CCNC(=O)c1ccc(NS(=O)(=O)c2ccc3c(c2)OCCO3)cc1
  -0.7	4	-11	-5	98	1	-5	3	-15	10
C/C(N)=C(/C#N)C(=O)COC(=O)CNC(=O)c1ccc(Cl)cc1Cl
  -2.4	-3	-5	2	100	2	2	2	-1	4
C=C(C)c1cccc(C(C)(C)NC(=O)Nc2ccccc2OCC)c1
  1.6	-1	-3	-6	100	-1	1	15	-5	7
CCOc1cc(C(=O)Nc2ncccn2)cc(OCC)c1OCC
  0.0	0	-14	3	98	-1	0	8	-6	11
COc1cccc(N2CCN(C(=O)CN3C(=O)NC4(CCCC4)C3=O)CC2)c1
  -2.7	-3	-28	-9	97	2	-2	8	-3	8
O=C(Nc1cccc(Br)c1)/C(=C\c1cccnc1)NC(=O)c1ccco1
  -0.2	8	1	2	88	1	-7	-1	6	5
CCOC(=O)C1=C(CSc2nc(C)cc(C)c2C#N)OC(N)=C(C#N)C1c1ccccc1 (stereo not given)
  -0.1	-4	-5	4	99	3	-2	22	13	5
COc1ccc(Cn2nnnc2C(c2cc3cc(C)cc(C)c3[nH]c2=O)N2CCOCC2)cc1 (stereo not given)
  -1.6	-5	-13	1	96	4	4	6	-7	-4
CC(=O)OC(C(=O)NCc1ccco1)c1cccnc1 (stereo not given)
  -0.6	7	-26	6	93	1	0	-1	-3	-4
CCc1ccccc1NC(=O)c1ccc(OCc2c(C)noc2C)cc1
  -1.9	8	-36	0	101	3	1	-2	-3	12
O=C(C1=C[C@@H](C2CCCCC2)C[C@@H](OCCCCO)O1)N1CCN(Cc2ccccc2)CC1
  3.6	3	-1	-2	102	-2	-4	-2	4	3
COc1cccc(-c2cc(CNC(=O)[C@H]3O[C@@H](n4ccc(=O)[nH]c4=O)[C@H](O)[C@@H]3O)no2)c1
  nt	1	-18	nt	109	-1	0	0	1	nt
COc1ccc(OCCSc2nnc(CC(=O)Nc3cccc(Cl)c3Cl)n2C)cc1
  -0.8	1	8	4	97	-4	-1	-3	-6	13
